Compound activity from PubChem BioAssay.
E coli Lon inh = inhibitors of E. coli Lon protease, primary screen, biochemical, fluorescence polarization; purified E. coli Lon protease; inhibition, % at 7.94 µM; hit rate 0.42% among 360,000; AID 602123, 2011; in the data active = inhibition above about 13%, passing the limit was not always enough;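 also: 0% = enzyme with probe and DMSO and 100% = no enzyme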
MT1-MMP act inh = blockers of MT1-MMP proenzyme processing, primary screen, HT1080 RFP-PRO-GFP cells, GFP/RFP fluorescence; GFP/RFP ratio change, % at 20 µM; hit rate 0.061% among 360,000; GFP/RFP ratio fluorescence, overnight; percent of plate control window, DMSO zero; Matrix metalloproteinase-14 (Homo sapiens), P50281;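 active = GFP/RFP ratio change of at least 30% with cell ATP level not reduced by more than half and red fluorescence within 50% of control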; also: strong numbers were not always called active
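Assay system – RFP-PRO-GFP reporter HT1080 cells · Compound dosing – single dose of 20 µM compound, 1% DMSO final · Incubation – overnight compound exposure at 37 °C · Measure – GFP/RFP fluorescence ratio · Benchmarks – DMSO wells and RFP-L50D-GFP cells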
CSN inh = inhibitors of CSN-mediated cullin deneddylation, primary screen, biochemical, fluorescence polarization, uHTS; hit rate 0.38% among 360,000; Purified CSN, SCF-Nedd8-OG deneddylation; inhibition, % at 12.5 µM; COP9 signalosome complex subunit 5 (Homo sapiens), Q92905;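 active = pattern-corrected inhibition above about 35%, with an unprinted fluorescence ratio check between 0.5 and 1.5, limit read from the data, passing the limit was not always enough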;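 also: 0% = enzyme with substrate and 100% = substrate without enzyme; some results filed as inactive read as strong as hits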
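Schedule: reaction 90 min, room temperature / Assay system: HEK293T-derived human Csn5 enzyme / Input: Csn5 at 0.24 nM final / Measure: inhibition of Csn5 cleavage, % / Control set: substrate-only high control, full reaction low control / Technique: fluorescence polarization of the substrate / Buffer or medium: Tris/NaCl/DTT buffer, pH 7.5 / Reagent: SCFSkp2-Nedd8OG substrate at 10 nM final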
bovine MsrA act = bovine MsrA enzyme activators, primary screen, biochemical, absorbance, HTS. hit rate 0.3% among 360,000. activation, % at 10.6 µM. purified bovine MsrA, absorbance read-out; in the data active = activation above about 7.5%;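 also: 0% = vehicle and 100% = reference activator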
Rin1 Abl inh = inhibitors of Rin1-Abl protein binding, primary screen, biochemical, TR-FRET; Tyrosine-protein kinase ABL1 (Homo sapiens) + Ras and Rab interactor 1 (Homo sapiens), …; inhibition, % at 7.35 µM; hit rate 0.4% among 360,000; AID 588664, 2011; in the data active = inhibition above about 5%, passing the limit was not always enough
Target sequence (P00519 whole entry, looked up): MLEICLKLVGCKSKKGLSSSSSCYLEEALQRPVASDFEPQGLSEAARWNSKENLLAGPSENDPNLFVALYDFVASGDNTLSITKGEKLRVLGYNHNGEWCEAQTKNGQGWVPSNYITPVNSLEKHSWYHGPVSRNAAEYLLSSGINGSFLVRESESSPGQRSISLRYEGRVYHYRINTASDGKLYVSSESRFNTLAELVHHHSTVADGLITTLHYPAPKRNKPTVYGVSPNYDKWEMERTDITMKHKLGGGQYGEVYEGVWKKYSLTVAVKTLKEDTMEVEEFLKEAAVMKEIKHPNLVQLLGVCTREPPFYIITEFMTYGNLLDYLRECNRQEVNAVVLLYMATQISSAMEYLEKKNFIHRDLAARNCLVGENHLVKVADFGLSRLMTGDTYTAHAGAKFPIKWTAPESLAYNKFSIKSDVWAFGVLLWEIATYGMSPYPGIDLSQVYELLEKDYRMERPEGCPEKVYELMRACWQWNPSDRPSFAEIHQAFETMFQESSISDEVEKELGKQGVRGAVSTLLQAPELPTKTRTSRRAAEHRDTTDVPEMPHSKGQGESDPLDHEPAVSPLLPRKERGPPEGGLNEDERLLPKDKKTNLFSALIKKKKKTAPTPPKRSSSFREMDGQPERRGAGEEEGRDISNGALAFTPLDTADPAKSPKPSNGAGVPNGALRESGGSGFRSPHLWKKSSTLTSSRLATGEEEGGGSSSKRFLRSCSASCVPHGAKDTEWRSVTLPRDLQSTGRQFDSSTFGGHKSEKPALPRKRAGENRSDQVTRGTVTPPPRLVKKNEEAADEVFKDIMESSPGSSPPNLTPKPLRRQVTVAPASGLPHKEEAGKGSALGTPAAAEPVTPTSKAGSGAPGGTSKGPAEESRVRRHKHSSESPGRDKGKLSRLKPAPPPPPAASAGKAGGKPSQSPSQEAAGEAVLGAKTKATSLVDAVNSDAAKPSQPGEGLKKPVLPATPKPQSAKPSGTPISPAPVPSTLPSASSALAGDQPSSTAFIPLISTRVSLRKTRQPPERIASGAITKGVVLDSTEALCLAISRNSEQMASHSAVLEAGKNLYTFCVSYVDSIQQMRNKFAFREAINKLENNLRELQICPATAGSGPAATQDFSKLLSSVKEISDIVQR
Target sequence (Q13671 whole entry, looked up): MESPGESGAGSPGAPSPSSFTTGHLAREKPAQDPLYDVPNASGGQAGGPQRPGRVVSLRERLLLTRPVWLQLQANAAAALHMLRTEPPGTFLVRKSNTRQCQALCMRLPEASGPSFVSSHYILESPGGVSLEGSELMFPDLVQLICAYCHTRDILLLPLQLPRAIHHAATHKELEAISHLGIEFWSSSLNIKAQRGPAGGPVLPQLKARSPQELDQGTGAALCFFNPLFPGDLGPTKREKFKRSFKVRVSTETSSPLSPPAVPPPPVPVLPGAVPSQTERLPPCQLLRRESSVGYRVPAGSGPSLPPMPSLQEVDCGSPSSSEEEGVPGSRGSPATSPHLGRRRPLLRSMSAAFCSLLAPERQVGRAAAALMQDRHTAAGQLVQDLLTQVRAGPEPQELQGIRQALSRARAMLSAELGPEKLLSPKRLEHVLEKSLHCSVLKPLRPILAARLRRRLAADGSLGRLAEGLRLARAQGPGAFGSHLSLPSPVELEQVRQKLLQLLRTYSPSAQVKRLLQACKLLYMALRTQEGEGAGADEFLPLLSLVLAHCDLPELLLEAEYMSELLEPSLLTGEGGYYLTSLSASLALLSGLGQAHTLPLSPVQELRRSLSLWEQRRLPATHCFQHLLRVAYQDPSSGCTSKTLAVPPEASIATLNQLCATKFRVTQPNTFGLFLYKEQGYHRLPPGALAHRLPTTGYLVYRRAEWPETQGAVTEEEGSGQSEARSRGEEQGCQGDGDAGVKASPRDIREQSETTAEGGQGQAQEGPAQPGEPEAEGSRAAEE
MLLE-PAM2 inh = inhibitors of PABP1 MLLE–PAM2 peptide binding, primary screen, biochemical, fluorescence polarization, FITC-PAM2, GST-MLLE | Polyadenylate-binding protein 1 (Homo sapiens), P11940 | inhibition, % at 20 µM | hit rate 0.36% among 360,000 | AID 588489, 2011; in the data active = inhibition above about 35%, passing the limit was not always enough;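 also: plate controls were DMSO wells with GST-MLLE for no effect and wells lacking GST-MLLE protein for full effect; some results filed as inactive read as strong as hits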
FAS-TE inh = FAS thioesterase domain inhibitors, primary screen, biochemical, fluorescence intensity, uHTS; inhibition, % at 15 µM; AID 602261, 2012; recombinant FAS-TE, OMFH fluorogenic substrate, fluorescence endpoint; hit rate 0.67% among 360,000;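 active = compounds whose normalised, plate-corrected inhibition of enzyme fluorescence in the single-dose primary screen is 50% or more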;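 also: 0% = DMSO with enzyme and 100% = substrate without enzyme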
MsrA inhibitor = bovine MsrA enzyme inhibitors, primary screen, biochemical, absorbance, HTS. Methionine sulfoxide reductase A (Bos taurus). purified bovine MsrA, absorbance read-out. inhibition, % at 15.5 µM. hit rate 0.75% among 360,000; in the data active = inhibition above about 4.5%;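 also: 0% = vehicle wells with enzyme and 100% = reference inhibitor wells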
Rpn11 inh = Rpn11 (PSMD14) deubiquitinase inhibitors, primary screen, biochemical, fluorescence polarization, uHTS; human 26S proteasome, Ub4-pepOG fluorescence polarization; 20S core pre-blocked with epoxomicin; calls only at 20 µM; hit rate 0.59% among 360,000;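 active = inhibition at 20 µM, scaled to each plate's controls, above about 33%, limit read from the data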
Active calls of the source: *; i = inactive; x = no result given; + = active, no number.

SMILES | E coli Lon inh | MT1-MMP act inh | CSN inh | bovine MsrA act | Rin1 Abl inh | MLLE-PAM2 inh | FAS-TE inh | MsrA inhibitor | Rpn11 inh
CCNC(=O)CSc1nnc(-c2cc(-c3ccc(Cl)cc3)nc3ccccc23)o1 | -16 | 3 | 1 | -2 | -2 | -29 | 0 | -1.0 | i
COCCNC(=O)C1CCCN(C(=O)c2nc3ccccc3s2)CC1 (centres undefined) | 6 | 2 | 0 | 0 | -3 | 8 | -7 | 1.5 | i
CN(C)c1cc2c3ccccc3n(C)c2cc1N | 41* | -3 | 11 | -1 | -1 | 64* | 3 | 2.1 | i
CC(C)C1N(C(=O)N(C)C)CCN1S(=O)(=O)c1ccccc1 (centres undefined) | -9 | -6 | 7 | -2 | 2 | 0 | -4 | -0.7 | i
CCO/C(C)=N/n1c2nc3ccccc3nc2c2c(=O)n(Cc3ccccc3Cl)c(C)nc21 | -21 | 1 | 0 | -6 | -6 | -42 | -12 | 1.4 | i
CC(C)N1CCC(=NNc2ccc(S(=O)(=O)N3CCOCC3)cc2[N+](=O)[O-])CC1 | 3 | 5 | 1 | 2 | -3 | 16 | -4 | -1.1 | i
CCC(=O)NC(=S)Nc1ccc(S(=O)(=O)N2CCN(C)CC2)cc1 | 1 | -2 | -10 | -7 | 3 | 0 | -12 | -0.5 | i
COc1ccccc1C(CNC(=O)c1cccc(S(=O)(=O)N2CCCc3ccccc32)c1)N(C)C (centres undefined) | -15 | -2 | 0 | -1 | 1 | 2 | 0 | -0.1 | i
C[C@]12CCC(=O)C[C@@H]1CC[C@@H]1[C@@H]2CC[C@]2(C)C=CC[C@@H]12 | -3 | 5 | 1 | -5 | -2 | 13 | 21 | 1.3 | i
O=C(Nc1cccc(S(=O)(=O)NC2=NCCC2)c1)c1cc(=O)[nH]c2ccccc12 | -3 | 4 | 1 | -3 | -1 | -6 | -7 | 3.7 | i
CC(C)(C)c1ccccc1OCC(=O)Nc1ncn[nH]1 | -1 | -5 | 5 | 2 | -1 | 7 | -13 | -0.2 | i
COC(=O)c1cccc(-c2noc(-c3ccccc3F)n2)c1 | -1 | -6 | 4 | -1 | 2 | 4 | -1 | -0.6 | i
Cc1cc(O)ccc1N/C=C/c1onc(C)c1[N+](=O)[O-] | -17 | 13 | 1 | -5 | -7 | -1 | -10 | 0.8 | i
COc1ccc(N(C)S(=O)(=O)c2cccc(C(=O)NCC(c3ccco3)N3CCCC3)c2)cc1 (centres undefined) | -12 | -4 | 2 | 0 | 4 | -3 | -1 | -0.2 | i
CCCCCC(=O)NCC(C)NC(=O)CCCCC (centres undefined) | -3 | 3 | 2 | -2 | 3 | -1 | -5 | -0.5 | i

Structures shown so far that contain a Cl atom (2):
SMILES | E coli Lon inh | MT1-MMP act inh | CSN inh | bovine MsrA act | Rin1 Abl inh | MLLE-PAM2 inh | FAS-TE inh | MsrA inhibitor | Rpn11 inh
CCNC(=O)CSc1nnc(-c2cc(-c3ccc(Cl)cc3)nc3ccccc23)o1 | -16 | 3 | 1 | -2 | -2 | -29 | 0 | -1.0 | i
CCO/C(C)=N/n1c2nc3ccccc3nc2c2c(=O)n(Cc3ccccc3Cl)c(C)nc21 | -21 | 1 | 0 | -6 | -6 | -42 | -12 | 1.4 | i

Remaining list, next part:
SMILES | E coli Lon inh | MT1-MMP act inh | CSN inh | bovine MsrA act | Rin1 Abl inh | MLLE-PAM2 inh | FAS-TE inh | MsrA inhibitor | Rpn11 inh
CCn1c(SCC(=O)Nc2ccc3c(c2)OCCO3)nnc1-c1cccnc1 | 3 | 1 | 3 | -6 | 1 | 16 | 0 | -0.6 | i
Cc1ccsc1C1Nc2ccccc2C(=O)N1O (centres undefined) | -2 | -1 | -12 | -2 | 3 | 2 | -4 | -0.2 | i
O=C(O)c1ccc(N2C(=O)/C(=C/c3ccc(-c4ccc([N+](=O)[O-])cc4)o3)C=C2c2ccccc2)cc1 | -31 | 44 | 94 | -4 | 2 | -81 | 28 | x | +
C[C@H](CO)N1C[C@H](C)[C@@H](CN(C)Cc2ccccc2)Oc2c(NC(=O)Cc3ccccc3)cccc2C1=O | -18 | -1 | 0 | -2 | 2 | -4 | 0 | -0.9 | i
C#CCn1c2ccccc2c2nc3ccccc3nc21 | 11 | 0 | -4 | 3 | -4 | 8 | 0 | 5.5* | i
CCN(CC)C(=O)c1[nH]cnc1C(=O)N[C@@H](C)c1ccccc1 | -1 | -2 | 3 | -1 | 2 | 6 | -13 | 0.3 | i
CCOc1ccc(CCNC(=O)c2cc(C)nn2-c2ccccc2)cc1 | -4 | 2 | -3 | -2 | -3 | -1 | -2 | -0.6 | i
CCOc1ccc(C(C(=O)NCCOC)N(CCOC)C(=O)CCC(=O)Nc2ccccn2)cc1 (centres undefined) | 9 | 3 | 5 | -2 | 0 | -9 | 0 | 1.2 | i
CCOC(=O)N1CCN(S(=O)(=O)c2c(C)nc3scc(C)n3c2=O)CC1 | 2 | -1 | -3 | -3 | 1 | -3 | -4 | 3.5 | i
O=C(/C=C/c1ccccc1F)N1CCN(c2ccccn2)CC1 | -11 | 1 | -3 | -6 | 5 | -16 | -3 | 0.5 | i
Cc1ccccc1N(CC(=O)NCC1CCCO1)C(=O)C1(C)CC(=O)N=C2C=CC=CN21 (centres undefined) | -8 | 1 | 0 | -4 | 7 | -12 | -2 | 2.3 | i
CCCN(CC(=O)Nc1ccccc1C)C(=O)c1cnc(C)cn1 | 8 | 21 | -4 | -1 | 1 | 3 | -3 | 0.1 | i
CN(C)c1ccc(S(=O)(=O)NCC(=O)OCC(=O)c2ccc[nH]2)cc1[N+](=O)[O-] | -8 | -2 | -3 | -3 | -1 | -10 | -5 | 0.0 | i
Cc1cccc2c1-c1sc(C(=O)NCCCN3CCC(C)CC3)cc1CO2 | -12 | 3 | -4 | -1 | -1 | -6 | -7 | 1.0 | i
Cc1cccc(NC(=O)/C(C#N)=C/c2cccc([N+](=O)[O-])c2)n1 | 4 | -4 | -5 | -2 | -5 | 2 | 6 | 1.4 | i
COc1ccc(C(C)=O)cc1CSc1nnc(Nc2ccccc2)s1 | -4 | -2 | -5 | 0 | -1 | -25 | 16 | 0.0 | i
CCN(CC(=O)NCCCn1ccnc1)S(=O)(=O)c1ccc(C)cc1 | -5 | 1 | 4 | -1 | 2 | 4 | -5 | 0.4 | i
CCC(C)NC(=O)c1ccc(COc2ccccc2Cl)cc1 (centres undefined) | 6 | 2 | 1 | 0 | -2 | 7 | 5 | 0.9 | i
Cn1cc(C(=O)O)c(-c2ccc3c(c2)OCCCO3)n1 | 4 | 0 | 2 | -3 | 1 | 5 | -2 | 0.7 | i
O=[N+]([O-])c1ccc(N2N=C(c3ccco3)CC2c2ccccc2)cc1 (centres undefined) | -147 | -90 | 42* | -10 | -2 | -126 | -130 | -0.4 | x
Cc1c(NC(=O)NC(C)N2C(=O)C3C4C=CC(C4)C3C2=O)c(=O)n(-c2ccccc2)n1C (centres undefined) | -2 | 0 | 0 | 2 | 2 | 0 | -1 | -0.1 | i
N#CCCn1cc(C(=O)CN2C(=O)C(=O)N(C3CCCC3)C2=O)c2ccccc21 | -4 | 0 | 0 | -2 | -6 | -15 | -5 | -0.8 | i
CN(Cc1ccc(F)cc1)C(=O)c1cccc(S(=O)(=O)NCc2ccccc2)c1 | 1 | 2 | 1 | -6 | 2 | 14 | 9 | -0.6 | i
O=[N+]([O-])c1ccccc1-c1ccc(CN2CCN(c3ccccc3)CC2)o1 | 3 | -1 | -2 | -3 | -4 | 27 | 21 | 1.4 | i
c1ccc(CSc2nnc(-c3sccc3-n3cccc3)o2)cc1 | -6 | -6 | 5 | -11 | 1 | -130 | 17 | 0.0 | i
CCOC(=O)C1(Cc2cccc(F)c2)CCN(C(=O)c2cscn2)CC1 | -3 | 1 | 0 | -1 | -1 | -3 | -2 | 2.5 | i
COc1ccc(NC(=O)Oc2cc(C)ccc2C(C)C)cc1 | 7 | 2 | 9 | -2 | -1 | -7 | 12 | -1.0 | i
COc1ccc(NC(=O)CN2C(=O)C3CC=CCC3C2=O)cc1Cl (centres undefined) | -8 | -1 | -2 | 0 | 1 | -9 | -8 | -0.2 | i
O=S(=O)(c1cccs1)N1CN(Cc2ccccc2)c2nc3ccccc3nc21 | -8 | 6 | 2 | -1 | 3 | -17 | 4 | 0.0 | i
O=C(O)c1nn(CCOc2cccc(Br)c2)c(=O)c2ccccc12 | -11 | 2 | 2 | -1 | 0 | -2 | 10 | 0.7 | i
Cc1ccccc1NC(=O)Cc1nc(CCl)cs1 | -9 | 0 | -10 | -2 | 2 | 18 | -12 | 1.6 | i
CC(CNC(=O)c1ccc(OC2CCN(Cc3ccccn3)CC2)cc1)c1ccccc1 (centres undefined) | -1 | 6 | 0 | -1 | 3 | -4 | 1 | 0.3 | i
Cc1nc(-c2cccc(S(=O)(=O)N3CCCCC3)c2)cs1 | -6 | 1 | -6 | -3 | -2 | 17 | 6 | -0.1 | i
CCOC(=O)c1c(C)nc2c(c1-c1ccccc1)C(=O)CC(C)(C)C2 | -6 | 5 | -5 | -2 | 2 | -8 | -4 | 0.2 | i
Cc1[nH]c2ccccc2c1C(c1ccccn1)c1c(C)[nH]c2ccccc12 | -4 | 2 | 0 | -10 | -6 | 7 | -9 | -1.0 | i
CCOC(=O)CSc1nnc(CNC(=O)c2ccc(S(=O)(=O)N3CCOCC3)cc2)n1C | -4 | 5 | 2 | -6 | -2 | 15 | -4 | -1.4 | i
O=c1c2nnn(Cc3ccc(Cl)cc3)c2ncn1Cc1ccc(F)cc1 | -2 | 15 | 1 | -3 | 1 | 2 | 5 | x | i
O=C(Nc1ccc(/C=C/c2nc3ccccc3o2)cc1)c1cccc(C(F)(F)F)c1 | -6 | 8 | -3 | -6 | -1 | -5 | 14 | 0.9 | i
COc1ccc(CCNC(=O)CSc2nnc3ccc(-c4ccccn4)nn23)cc1OC | -2 | 0 | 1 | -2 | 1 | 3 | -6 | -0.6 | i
Cc1ccsc1-c1cc2nc(Nc3ccc(F)cc3)n(C)c(=O)c2s1 | -20 | -5 | -2 | -5 | 1 | -2 | 18 | 3.2 | i
COc1ccc(CN2CC(C(=O)NCCCN3CCOCC3)CC2=O)cc1 (centres undefined) | 3 | -1 | 0 | 0 | 0 | -3 | -2 | 0.0 | i
Nc1nonc1OCCOCCOCCOc1nonc1N | 2 | -1 | 5 | -2 | 1 | -8 | -2 | -1.5 | i
COc1cccc(/C=C2\CCC(C3CCCC3)C2=O)c1OC (centres undefined) | 7 | -2 | -3 | -1 | -3 | 11 | 22 | 0.4 | i
COc1cc2c(cc1OC)CN(c1ccc3ccccc3n1)CC2 | -3 | -5 | 12 | -2 | 0 | -11 | 6 | 0.5 | i
